From PubChem
Tau fluor cs: counter-screen for tau fibril formation inhibitors | Potency, µM (highest dose often 57.7 µM), without a hit: at the highest dose activity change, negative = decrease | AID 1463 | tau K18 P301L (four-repeat tau fragment) Alexa594 fluorescence, heparin fibrillization | hit rate 0.93% among 280,000; note: potency is the fitted concentration of half-maximal effect; % is set by controls: 0 for no effect and ±100 for the full control effect; nearly all actives have a fitted effect of over 55% in size
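Human K18 P301L tau (15 uM unlabeled plus 0.24 uM Alexa 594-labeled, final) in 100 mM sodium acetate pH 7 was mixed with compound and 20 uM heparin and incubated 6 hr at 37 C.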
TR SRC2 fluor cs: counter-screen for TRb-SRC2 inhibitors: fluorescence interference | TRb/SRC2 Texas Red total fluorescence interference | Potency, µM (series often up to 106 µM), inactives show at the highest dose fluorescence change, negative = quenching | hit rate 0.29% among 280,000; active = well fitted curve in either direction with a large enough effect; inconclusive = small, poorly fitted or top-dose-only effect; note: potency is the fitted concentration of half-maximal effect; % is set by controls: 0 for no effect and ±100 for the full control effect
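Human TRb ligand-binding domain at 0.6 uM with 20 nM Texas Red SRC2 peptide in Tris buffer containing 1 uM T3 and 5% DMSO, incubated with compound 5 h at ambient temperature. Total fluorescence (555/632 nm) calculated as parallel + 2 × perpendicular.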
CBFb RUNX1 block: CBF-beta/RUNX1 interaction disruption; Potency, µM (series often up to 59.8 µM), for inactives: at the highest dose activity, negative = inhibition, most hits filed as inhibitors; Q01196+Q13951; 230,000 tested, under 10 active; AlphaScreen CBFb-His/RUNX1-biotin binding, biochemical; AID 1477; note: % of control where 0% means no effect
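CBF-beta (His) and RUNX1 (biotin), 30 nM each; 20 min preassociation; + compound, 15 min; + beads 50 ng each (Ni, streptavidin), 90 min; RT; AlphaScreen read.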
GLA spleen mod: alpha-galactosidase A (human) modulation; human spleen homogenate, 4MU-alpha-Gal fluorescence, 40 min; P06280; Potency, µM (doses to about 80 µM), for the others: at the highest dose activity change, negative = inhibition, usual class: inhibitors; hit rate 0.008% among 240,000; AID 2107;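 note: potency is the fitted concentration of half-maximal effect; 0% = enzyme with vehicle and -100% = no enzyme basal signal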
Target sequence (P06280 32-429 limits assumed): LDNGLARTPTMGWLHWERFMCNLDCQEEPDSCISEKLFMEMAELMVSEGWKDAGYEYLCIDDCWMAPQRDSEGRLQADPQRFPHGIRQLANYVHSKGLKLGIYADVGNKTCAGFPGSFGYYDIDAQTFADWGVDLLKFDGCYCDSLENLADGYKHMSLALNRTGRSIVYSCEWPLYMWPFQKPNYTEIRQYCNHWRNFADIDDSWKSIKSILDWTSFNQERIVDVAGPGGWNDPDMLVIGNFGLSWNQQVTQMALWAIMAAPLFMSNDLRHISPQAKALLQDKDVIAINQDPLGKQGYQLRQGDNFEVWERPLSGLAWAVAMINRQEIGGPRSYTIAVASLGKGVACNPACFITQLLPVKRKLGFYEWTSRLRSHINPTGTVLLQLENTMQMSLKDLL
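Fluorogenic readout (Ex 365/Em 440 nm) of 4-methylumbelliferone released from 1 mM 4-MU-alpha-galactoside by spleen homogenate, 40 min at 37C, pH 5.0. Data normalized to no-enzyme and enzyme controls; Hill-equation AC50 from compound titrations.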
NPSR antagonist: blocks cAMP signaling of the human neuropeptide S receptor; CHO-NPSR cells, cAMP TR-FRET, antagonist mode; Q6W5P4; hit rate 1% among 220,000; Potency, µM (top dose mostly 38.3 µM), inactives show at the highest dose activity change, negative = inhibition, actives largely listed as inhibitors; AID 1461; note: potency is the fitted concentration of half-maximal effect; % is set by controls: 0 for no effect and ±100 for the full control effect; nearly all actives have a fitted effect of over 50% in size; many of its hits are not listed in these tables
Target sequence (Q6W5P4 whole entry, looked up): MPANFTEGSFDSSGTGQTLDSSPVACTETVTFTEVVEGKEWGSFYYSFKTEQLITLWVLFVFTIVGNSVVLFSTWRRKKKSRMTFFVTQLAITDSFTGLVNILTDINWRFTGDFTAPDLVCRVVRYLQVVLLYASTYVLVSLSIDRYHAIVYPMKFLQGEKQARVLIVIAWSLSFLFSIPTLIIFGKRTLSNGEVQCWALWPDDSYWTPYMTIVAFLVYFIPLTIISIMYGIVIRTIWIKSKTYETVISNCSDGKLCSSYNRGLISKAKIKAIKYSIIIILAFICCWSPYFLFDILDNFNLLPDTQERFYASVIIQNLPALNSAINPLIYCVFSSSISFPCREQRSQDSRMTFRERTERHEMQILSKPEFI
Epigenetic derep: epigenetic control regulation, reporter derepression. murine LDR cells, GFP reporter derepression, 30 h. Potency, µM (titrated, usually from 53.9 µM), without a hit: at the highest dose GFP activation, most hits filed as activators. hit rate 0.2% among 280,000; note: potency is the fitted concentration of half-maximal effect; % of control where 0% means no effect; nearly all actives have a fitted effect of over 60% in size
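Reporter derepression read as number of fluorescent GFP-positive objects, 20-120 um in size, counted by laser-scanning cytometer. Mouse LDR line with an epigenetically silenced CMV-GFP locus; compound incubation 30 h, 37 C.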
Tau FP inhib: blocks human tau fibril formation measured by polarization; AID 1468; Potency, µM (highest dose often 57.7 µM), without a hit: top-dose activity, negative = inhibition, actives largely listed as inhibitors; hit rate 0.39% among 280,000; K18 P301L tau heparin fibrillization, Alexa594 FP, 6 h; note: potency is the fitted concentration of half-maximal effect; % is set by controls: 0 for no effect and ±100 for the full control effect; nearly all actives have a fitted effect of over 55% in size
Target sequence (P10636 561-689 P618L limits assumed): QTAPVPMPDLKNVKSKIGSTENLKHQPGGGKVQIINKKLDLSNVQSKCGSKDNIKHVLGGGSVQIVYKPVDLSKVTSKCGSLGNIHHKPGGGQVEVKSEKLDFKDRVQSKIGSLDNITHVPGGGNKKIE
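FP of Alexa 594-tau after heparin (20 uM) induction. Substrate: human K18 P301L, 15 uM unlabeled, 0.24 uM labeled. Buffer 100 mM sodium acetate pH 7. 6 hr, 37 C.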
TRb-SRC2 inh: inhibitors of human thyroid hormone receptor beta-SRC2 interaction | Potency, µM (highest dose often 106 µM), inactives show top-dose activity change, negative = inhibition, most hits filed as inhibitors | hit rate 0.065% among 280,000 | AID 1469 | P10828 | TRbeta-SRC2 peptide binding, fluorescence polarization; receptor liganded with 1 µM T3;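 note: potency is the fitted concentration of half-maximal effect; plate controls were bound peptide for no effect and peptide without receptor for full effect; nearly all actives have a fitted effect of over 50% in size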
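Assay buffer: 20 mM Tris-HCl, 100 mM NaCl, 10% glycerol, 1 mM EDTA, 0.01% NP-40, 1 mM DTT, 1 uM T3, 5% DMSO; TRb LBD 0.6 uM, Texas Red SRC2 20 nM; FP after 5 hr.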
Active calls of the source: *; ? = inconclusive; . = not tested or not shown; [ ] = remark or other dose. Unless noted, calls come from the whole dose curve; as a rule, active = well fitted curve in the direction sought with a large enough effect; inconclusive = small, poorly fitted or top-dose-only effect, or another doubt; inactive = no such curve, though single readings can be large; an effect the other way counts as inactive or inconclusive.

SMILES	Tau fluor cs	TR SRC2 fluor cs	CBFb RUNX1 block	GLA spleen mod	NPSR antagonist	Epigenetic derep	Tau FP inhib	TRb-SRC2 inh
Cc1ccccc1NC(=O)CN1C(=O)NC2(CCCCC2)C1=O	-9.4%	-1.5%	-0.3%	4.1%	-5.8%[46.1 µM]	1.7%	-4.8%	-2.0%
CN(Cc1ccccc1)C(=O)CCNC(=O)Cn1cnc2ccccc2c1=O	-4.7%	1.6%	3.8%	?	-15.1%[46.1 µM]	1.0%	-2.4%	-13.5%
Cc1ccc(-c2noc(=O)n2CC(=O)Nc2ccc(S(=O)(=O)NC3CC3)cc2)cc1	-23.2%	2.9%	-14.7%	-9.1%	-9.3%[46.1 µM]	-3.1%	-8.1%	-11.0%
Cc1cc(C)c2c(n1)SCC(=O)N2CC(=O)NCCC1=CCCCC1	5.2%	2.1%	9.0%	-2.8%	1.9%[46.1 µM]	-1.6%	-9.0%	-4.1%
O=C(/C=C/c1ccc([N+](=O)[O-])cc1)OCc1cnc(-c2ccccc2)o1	-11.3%	0.2%	-4.4%	4.2%	-11.0%	3.2%	-0.2%	1.5%
COc1ccc(S(=O)(=O)n2nc(C)c(S(=O)(=O)N3CCC(C)CC3)c2C)cc1OC	14.7%	-12.7%	.	.	.	-1.7%	8.6%	5.6%
Cc1cccc(NC(=O)CSc2nnc(CCCCCNC(=O)OC(C)(C)C)o2)c1C	-9.4%	0.2%	3.9%	-3.2%	-28.6%[46.1 µM]	-1.0%	3.4%	-23.8%
O=C(CSc1ccc(-c2ccco2)nn1)N1CCCC1	-14.5%	-5.8%	-2.7%	0.6%	2.3%	-0.1%	-5.1%	1.9%
O=C(Oc1ccc2[nH]cc(CCN3C(=O)c4ccccc4C3=O)c2c1)c1ccco1	?	0.6%	-10.6%	0.0%	-25.5%[46.1 µM]	-3.3%	-11.9%	-13.3%
Fc1ccc(Cc2cn3cc(-c4ccc(Cl)cc4)nc3s2)cc1	-1.9%	3.9%	.	.	.	-1.0%	-11.2%	12.9%
O=C(Nc1nc(-c2nc3ccccc3s2)cs1)c1ccc(S(=O)(=O)N2CCOCC2)cc1	?	0.9%	-0.1%	-6.8%	?	0.4%	2.7%	1.9%
COc1ccc2nc(C)cc(SCC(=O)N/N=C/c3ccc(O)cc3O)c2c1	?	1.5%	-9.6%	4.6%	19.7%	?	2.4%	1.9%
COC(=O)c1ccccc1NC=C1C(=O)OC2(CCCCC2)OC1=O	-0.8%	-2.4%	1.4%	15.0%	-12.5%[46.1 µM]	3.7%	-1.4%	3.5%
CCn1c(COc2cccc(OC)c2)nnc1SCC(=O)N1CCOCC1	-5.2%	0.1%	7.5%	4.8%	2.2%[46.1 µM]	4.3%	-1.1%	-7.4%
O=C(CSc1nnc(CNC(=O)c2ccccc2F)o1)c1ccc(Cl)cc1	-21.8%	-0.5%	2.1%	1.8%	-6.9%[46.1 µM]	-2.3%	4.0%	-4.9%
CSCCC1NC(=O)N(CC(=O)Nc2ccc(N3CCCCC3)cc2)C1=O (stereo unspecified)	-4.3%	0.2%	-12.5%	-9.9%	-6.9%[46.1 µM]	2.7%	5.4%	-7.6%
CC(=O)c1nnn(-c2ccc([N+](=O)[O-])cc2)c1C	-1.0%	1.5%	18.8%	-5.5%	16.6%	5.4%	8.7%	-3.7%
O=C(NCc1ccccc1Cl)c1ccc(NC(=O)c2nsc3ccccc23)cc1	-25.9%	1.4%	.	.	.	0.7%	?	-13.7%
CC(C)Cc1nnc(NC(=O)c2cc3c(s2)CCC3)s1	2.7%	-0.7%	3.1%	5.6%	-15.9%	1.1%	1.4%	0.7%
CCOC(=O)/C(C#N)=C/N=c1ccc(C)cn1C	12.6%	-0.3%	3.5%	-19.6%	-8.3%	-0.1%	2.5%	2.4%
CS(=O)(=O)N1N=C(c2ccco2)CC1c1ccccc1 (stereo unspecified)	-5.6%	-1.1%	-3.3%	-2.2%	10.9%	0.0%	1.0%	-0.2%
Cc1ccc(S(=O)(=O)N2CCC(C(=O)NCCCOC(C)C)CC2)cc1	4.3%	-0.3%	2.4%	0.9%	-9.8%[46.1 µM]	-0.3%	-1.0%	-14.4%
O=C(COCc1cc(-c2ccc(F)cc2)on1)Nc1cccc(C(F)(F)F)c1	?	-2.3%	.	.	.	-1.1%	?	1.2%
COC(=O)c1cccc(NC(=O)c2ccc3c(c2)C(=O)N(CC2CCCO2)C3=O)c1 (stereo unspecified)	-16.3%	-1.7%	-20.8%	3.9%	-3.2%[46.1 µM]	-6.6%	-11.5%	-6.0%
COc1ccc(C(=O)c2cc3c(cc2[N+](=O)[O-])OCCO3)cc1	-20.1%	-3.1%	4.6%	-3.2%	6.3%	-0.9%	-1.7%	-8.2%
COc1ccc(C(=O)c2c[nH]c(C(=O)N=CN(C)C)c2)cc1	2.0%	-0.2%	-1.1%	3.0%	-8.7%	?	5.1%	3.8%
O=C(Cn1nnc(-c2ccc(N3CCOCC3)cc2)n1)OC1CCCCC1	-14.8%	-6.6%	4.0%	-4.0%	-18.0%[46.1 µM]	-1.0%	4.7%	-1.1%
Cc1cc(OCCOCCN2CCCC2)ccc1C(C)C	-5.3%	-0.1%	5.0%	0.3%	-6.9%[46.1 µM]	0.9%	1.5%	-10.7%
COc1nc(OCC#N)nc(N(C)C)n1	-6.4%	1.8%	3.8%	-0.1%	0.9%[46.1 µM]	1.8%	3.6%	7.6%
O=S(=O)(c1ccccc1)N1CCC(c2ccncc2)CC1	-1.6%	-4.2%	.	.	.	-1.3%	-1.2%	-6.8%
O=C(O)c1cc2nccc(-c3ccco3)n2n1	10.8%	-1.3%	8.8%	1.7%	2.2%	-0.9%	-0.8%	-6.2%
CCCN1C(=O)c2ccccc2NC1c1ccc(C)cc1 (stereo unspecified)	-6.1%	-1.8%	-0.7%	3.3%	-40.5%	9.9%	2.2%	3.7%
O=C(CN(Cc1ccccc1)C(=O)c1cccc([N+](=O)[O-])c1)Nc1c(Cl)cc(Cl)cc1Cl	5.8%	0.3%	5.4%	-1.7%	0.0%	4.4%	8.9%	4.5%
C=CCNC(=S)Nc1ccc2nc(C)c(C)nc2c1	-2.7%	-1.9%	3.5%	-5.9%	-2.1%[46.1 µM]	5.3%	2.0%	5.1%
Cc1cc2oc(C(=O)N(Cc3ccccc3)C3CCS(=O)(=O)C3)cc(=O)c2cc1C (stereo unspecified)	-7.0%	7.7%	.	.	.	-1.9%	-5.9%	4.2%
CCn1nc(C)c2c(-c3ccccc3)cc(=O)n(C(C)C(=O)NCc3cccc(OC)c3)c21 (stereo unspecified)	-4.9%	-2.5%	.	.	.	0.0%	8.1%	-3.2%

No new results follow: two of the compounds above.
SMILES	Tau fluor cs	TR SRC2 fluor cs	CBFb RUNX1 block	GLA spleen mod	NPSR antagonist	Epigenetic derep	Tau FP inhib	TRb-SRC2 inh
COc1nc(OCC#N)nc(N(C)C)n1	-6.4%	1.8%	3.8%	-0.1%	0.9%[46.1 µM]	1.8%	3.6%	7.6%
O=S(=O)(c1ccccc1)N1CCC(c2ccncc2)CC1	-1.6%	-4.2%	.	.	.	-1.3%	-1.2%	-6.8%

Copied from the list.
TRb-SRC2 inh with COc1ccc(C(=O)c2cc3c(cc2[N+](=O)[O-])OCCO3)cc1 reads -8.2%
TRb-SRC2 inh with O=C(Cn1nnc(-c2ccc(N3CCOCC3)cc2)n1)OC1CCCCC1 reads -1.1%
TR SRC2 fluor cs with Cc1cc2oc(C(=O)N(Cc3ccccc3)C3CCS(=O)(=O)C3)cc(=O)c2cc1C (stereo unspecified) reads 7.7%
GLA spleen mod with O=C(CN(Cc1ccccc1)C(=O)c1cccc([N+](=O)[O-])c1)Nc1c(Cl)cc(Cl)cc1Cl reads -1.7%

Other compounds.
SMILES	Tau fluor cs	TR SRC2 fluor cs	CBFb RUNX1 block	GLA spleen mod	NPSR antagonist	Epigenetic derep	Tau FP inhib	TRb-SRC2 inh
COC(=O)CC1[C@@]2(C)C[C@]34OC5(C)OC6(C7CC(=O)OC(c8ccoc8)[C@]7(C)CCC6(O5)[C@]13C)C(OC(C)=O)[C@]4(OC(C)=O)C2OC(C)=O (stereo partly specified)	-4.5%	0.7%	.	7.0%	.	-2.4%	-4.6%	-2.9%
Cc1ccc(N2CC(c3nnc(Cc4ccc(Cl)cc4)o3)CC2=O)cc1 (stereo unspecified)	-11.4%	-2.1%	.	.	.	11.7%	4.2%	-7.0%
Cc1cc(C)cc(NC(=O)N2CCCN(c3ncccc3[N+](=O)[O-])CC2)c1	-2.9%	3.8%	-7.0%	-5.7%	27.4%	1.1%	-1.1%	5.2%
COc1ccc(/C=N/n2c(N)nc3ccccc32)cc1OC	-13.1%	-6.2%	2.8%	1.5%	-6.3%[46.1 µM]	-0.7%	0.6%	-1.4%
CCOC(=O)c1c(C)[nH]c(C)c1S(=O)(=O)NCC(=O)Nc1cc(C)ccc1OC	-18.2%	-0.5%	.	.	.	2.5%	2.0%	-4.9%
CC1(O)N(CCC(=O)Nc2cccc(F)c2)C(=O)OC12CCCCC2 (stereo unspecified)	-13.3%	0.8%	-1.0%	-2.8%	4.1%	1.3%	-8.4%	-3.0%
Cc1ccc(OCc2nc3ccccc3n2CC(C)C)cc1	-17.0%	-3.0%	.	.	.	6.7%	4.9%	8.0%
Cc1cc(=O)oc(C)c1C(=O)NCc1cccnc1	0.6%	-1.1%	-2.2%	0.2%	-7.4%[46.1 µM]	1.3%	4.3%	3.7%
COC(=O)Cn1c(=NC(=O)CSC(C)=O)sc2ccccc21	-8.2%	-0.1%	7.1%	1.7%	-9.1%	-0.9%	-4.7%	5.7%
C=CCSc1nnc(-c2cc3c(s2)-c2ccccc2CC3)o1	-24.1%	-7.2%	?	?	-18.3%[46.1 µM]	4.5%	-13.1%	0.0%
COc1ccc(N(CC(C)C)S(=O)(=O)c2nnc(NC(=O)c3cccs3)s2)cc1	-22.3%	3.4%	.	.	.	0.8%	-4.9%	-1.8%
Cc1ccc(N2CC(C(=O)NCc3nnnn3-c3ccc(C)c(C)c3)CC2=O)cc1 (stereo unspecified)	-12.5%	-4.1%	.	.	.	-3.2%	-3.8%	7.2%
Cc1cccc2sc(NNC(=O)c3cc(=O)c4ccccc4o3)nc12	?	-5.3%	?	3.7%	-7.6%	4.8%	-8.3%	1.4%

The list is partial (hit frequency here may not be typical).
